ERa SRC1 pot – enhancers of ERα–SRC-1 coactivator binding, primary screen, biochemical, TR-FRET, ERα LBD, low estradiol; coactivator binding (% of control), % at 25.6 µM; TR-FRET ERalpha-LBD/SRC-Cy5 coactivator binding, 2 h; 100 = basal binding, no effect; hit rate 1.3% among 86,000; Estrogen receptor (Homo sapiens), P03372; in the data active = activity above about 200%;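 also: binding measured in presence of low estradiol as agonist stimulus; 0% = peptide alone without receptor and 100% = receptor with peptide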
Lung fibro prol – antiproliferative effect on LL 47 fibroblasts – human, LL 47 cells, CellTiter-Glo luminescence, primary screen; LL 47 human lung fibroblast viability, ATP luminescence; active compounds read low; viability, % at 10 µM; hit rate 1.1% among 85,000; AID 719, 2007;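 active = viability at or below 50% in the single dose screen; inactive = viability above 50%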;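 also: compound exposure lasted 72 h before the ATP readout; 100% = median luminescence of untreated cell-only wells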
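Material: human lung fibroblast line LL 47, low passage; Evaluation: viability percentage against median untreated-cell control; Buffer or medium: 15% FBS in IMEM; Incubation: 72 h compound exposure at 37 °C after overnight plating; Dosing: 0.1% DMSO in all compound wells; Measured by: CellTiter-Glo luminescence.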
CD11b adhes enh – enhancers of CD11b/CD18 adhesion to fibrinogen, primary screen, K562 cells, luminescence; Integrin beta-2 (Homo sapiens) + Integrin alpha-M (Homo sapiens), P05107+P11215; ATPlite luminescence; activation, % at 10 µM; hit rate 0.07% among 93,000; AID 1499, 2009;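 active = 10 µM primary screen giving 50% or more activity, confirmed by 40% or more on retest at that dose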; also: strong numbers were not always called active
ERb coact inh – inhibitors of ERβ-SRC1 coactivator interaction, primary screen, biochemical, TR-FRET, ERβ LBD, SRC-1 peptide | Estrogen receptor beta (Homo sapiens), Q92731 | TR-FRET ER-beta LBD / SRC1-Cy5 peptide binding; receptor agonist-loaded with 1 µM estradiol | inhibition, % at 25.6 µM | hit rate 1.3% among 86,000;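 active = compounds whose percent inhibition of the receptor-coactivator binding signal exceeds about 50% in the single-dose screen, limit read from the data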;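 also: 0% = receptor plus peptide wells without compound and 100% = peptide-only wells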
Target sequence (Q92731 whole entry, looked up, the tested form may be a part): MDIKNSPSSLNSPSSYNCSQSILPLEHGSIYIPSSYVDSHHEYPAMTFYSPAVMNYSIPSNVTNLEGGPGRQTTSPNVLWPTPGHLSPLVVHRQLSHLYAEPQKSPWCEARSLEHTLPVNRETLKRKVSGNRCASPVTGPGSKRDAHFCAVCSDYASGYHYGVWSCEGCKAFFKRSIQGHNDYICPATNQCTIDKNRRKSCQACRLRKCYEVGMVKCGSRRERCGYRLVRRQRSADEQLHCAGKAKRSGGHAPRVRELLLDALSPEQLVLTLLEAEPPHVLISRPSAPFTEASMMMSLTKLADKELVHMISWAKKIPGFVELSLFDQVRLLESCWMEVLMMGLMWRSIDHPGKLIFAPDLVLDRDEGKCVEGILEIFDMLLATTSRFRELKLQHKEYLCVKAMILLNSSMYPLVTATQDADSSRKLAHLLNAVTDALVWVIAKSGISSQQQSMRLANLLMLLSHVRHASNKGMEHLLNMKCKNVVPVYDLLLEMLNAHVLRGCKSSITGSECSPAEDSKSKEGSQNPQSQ
H69AR growth 86K – proliferation blockers of H69AR lung cancer cells, primary screen, cell-based, human, 86K library | H69AR lung tumor viability, ATP luminescence, 72 h; active compounds read low | viability, % at 10 µM | AID 598, 2007 | hit rate 6% among 85,000;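 active = viability at or below 40%; inactive = viability above 40%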;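 also: multidrug resistant small cell line overexpressing MRP-1 efflux transporter; 100% = mean luminescence of untreated control wells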
ERa SRC1 inh – ERα–SRC-1 coactivator interaction inhibitors, primary screen, biochemical, TR-FRET, ERα LBD, estradiol-bound. Estrogen receptor (Homo sapiens), P03372. TR-FRET ER-alpha LBD / SRC-1 peptide. inhibition, % at 25.6 µM. hit rate 1.7% among 86,000; in the data active = inhibition above about 50%;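 also: 0% = receptor plus peptide control and 100% = peptide only without receptor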
MT1-MMP txn act – MT1-MMP promoter reporter activation – cell-based, luciferase luminescence, primary screen; activation factor at 10 µM; hit rate 0.16% among 86,000; AID 750, 2007; HT1080 MT1-MMP promoter luciferase reporter, overnight; active compounds read high;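 active = activation factor of at least 2 for MT1-MMP transcription at 10 µM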
Smad3 FoxH1 inh – Smad3/FoxH1 peptide binding inhibitors, primary screen, biochemical, TR-FRET; Mothers against decapentaplegic homolog 3 (Homo sapiens), P84022; TR-FRET Smad3/Dy647-FoxH1 peptide binding, europium anti-His; inhibition, % at 25 µM; AID 630, 2007; hit rate 0.29% among 88,000;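 active = compounds that reduce the energy-transfer binding signal between the protein and its labelled peptide by more than half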;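 also: 0% = Smad3 plus labelled peptide maximal FRET and 100% = peptide-only background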
Target sequence (P84022 whole entry, looked up): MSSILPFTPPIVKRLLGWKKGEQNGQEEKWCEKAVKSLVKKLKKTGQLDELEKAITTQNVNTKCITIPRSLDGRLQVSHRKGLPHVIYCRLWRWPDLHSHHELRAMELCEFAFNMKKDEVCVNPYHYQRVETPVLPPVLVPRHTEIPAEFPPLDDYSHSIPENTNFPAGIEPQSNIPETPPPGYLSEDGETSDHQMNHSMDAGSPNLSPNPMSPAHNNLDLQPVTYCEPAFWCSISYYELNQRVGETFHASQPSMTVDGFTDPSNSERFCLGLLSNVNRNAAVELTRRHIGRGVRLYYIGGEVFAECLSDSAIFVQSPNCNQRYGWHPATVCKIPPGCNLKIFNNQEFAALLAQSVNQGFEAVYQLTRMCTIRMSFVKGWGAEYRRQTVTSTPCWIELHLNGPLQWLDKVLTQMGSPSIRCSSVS
HUVEC inhibit – inhibitors of HUVEC proliferation, primary screen, cell-based, 384-well; hit rate 1.1% among 86,000; viability, % at 10 µM (by protocol); CellTiter-Glo luminescence, 72 h; active compounds read low;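 active = viability at or below 30%; inactive = viability above 30%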;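 also: 100% = median luminescence of DMSO-only cell control wells on each plate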
Numbers without * were called inactive; . = no result given; [ ] = dose if it differs, or a comment. Some of the compounds tested; count on the stated rates, not on these rows.

Results follow in this order: ERa SRC1 pot	Lung fibro prol	CD11b adhes enh	ERb coact inh	H69AR growth 86K	ERa SRC1 inh	MT1-MMP txn act	Smad3 FoxH1 inh	HUVEC inhibit
> Cc1cc(NCCCCO)n2c(nc3ccccc32)c1C#N
  140	92	0	-11	63	-10	1.2	-1	83
> CCn1c(SCC(=O)Nc2oc(-c3ccccc3)c(-c3ccccc3)c2C#N)nnc1-c1ccncc1
  69	98	-2	-6	103	26	1.1	9	101
> COc1cccc(CN2C(=O)N(C(C)C)C(N(O)C(=O)NC(C)C)C2(C)C)c1OC (centres undefined)
  109	108	.	-8	91	2	0.9	-10	99
> CCCc1cc(=O)[nH]c(SCc2cccnc2)n1
  101	94	.	1	82	-9	1	6	86
> Cn1c(=O)cc(SCC(=O)N2CCCC2)c2ccccc21
  125	96	-1	-12[fluorescence artefact?]	103	20	1.1	18[fluorescence artefact?]	89
> CC1N=C2c3ccccc3N=C(SCc3cc(=O)n4cc(Cl)ccc4n3)N2C1=O (centres undefined)
  92[fluorescence artefact?]	82	.	5	84	5[fluorescence artefact?]	1	6	72
> CCCOc1ccc(C2C(=O)N(C3CCCCC3)CC(=O)N2CCCOCC)cc1OC (centres undefined)
  110	92	2	6[fluorescence artefact?]	80	11	1.1	-12	99
> Cc1nc(CC(=O)c2c(C)cc(O)cc2O)cs1
  115	98	-4	-1	105	-7	1	1	95
> O=S(=O)(c1cccc(-c2nnc(SC(F)F)n2-c2ccccc2)c1)N1CCCCC1
  108	90	1	-5	82	-5	1.2	10[fluorescence artefact?]	100
> O=C(Nc1cccc(Cl)c1)N1CCN(c2ncccn2)CC1
  103	108	3	0	88	3	1	2	109
> CC(C)Oc1ccc(C2CNC(=O)C2)cc1 (centres undefined)
  122	97	4	-2[fluorescence artefact?]	89	-8	1.2	-15	98
> CC(=O)c1cccc(NC(=O)C2CCN(S(C)(=O)=O)CC2)c1
  118	108	9	-1	87	8	1	11[fluorescence artefact?]	86
> CCn1nccc1C(=O)Nc1nc2ccccc2n1CCN1CCCCC1
  95	80	3	-6	42	-6	1.2	-9	100
> COc1cccc(-c2nc(NCc3ccco3)c3ccccc3n2)c1O
  71	57	.	6	47	-1	1.1	2	62
> COc1ccc2[nH]c3c(=O)n(Cc4ccco4)cnc3c2c1
  95	100	-2	6	94	-2	1.3	3	88
> O=S(=O)(c1ccccc1)N1CCn2c(nc3ccccc32)C1
  93	104	2	1	97	3	.	1	94
> COc1cccc(C(=O)CSc2nnc(-c3cc(OC)c(OC)c(OC)c3)o2)c1
  126	92	0	-5	99	-4	1.2	8	82
> COc1cccc(CNC(=O)C2CCN(S(=O)(=O)c3cnc[nH]3)CC2)c1
  112	105	-4	-3[fluorescence artefact?]	94	4[fluorescence artefact?]	1.1	1	101
> CSc1ncccc1C(=O)NCc1ccc(C)cc1
  111	95	-1	-2	103	-1	1.1	6	92
> O=C(CSc1nnc(-c2cccs2)n1-c1ccccc1)N1CCN(C(=O)c2ccco2)CC1
  78[fluorescence artefact?]	104	-2	17[fluorescence artefact?]	81	23	1.1	-2	95
> CCc1cc(=O)oc2cc(OCC(=O)O)c(Cl)cc12
  116	94	-2	-8	105	-9[fluorescence artefact?]	1.1	7	90
> COC(=O)c1ccc(CNC(=O)CNc2cc(C(F)(F)F)ccc2N2CCOCC2)cc1
  109[fluorescence artefact?]	93	3	-4	97	-3	1.1	-4	97
> COc1cccc(C2=NOC(C(=O)Nc3ccccc3SC)C2)c1 (centres undefined)
  81	102	-2	-5	76	2	1.1	3	107
> CC1=CC(C)(C)N=C(Nc2ccc(C)cc2)S1
  83	89	2	1	88	-1	1.5	9	103
> c1ccc(CN2CCC3(CC2)Nc2ccccc2CO3)cc1
  130	90	4	-34	93	-42	1.1	4	94
> COc1ccc(N2CCN(C(=O)CSc3nnc(-c4ccc5[nH]c(C)c(C)c5c4)o3)CC2)cc1
  101	101	-1	4[fluorescence artefact?]	46	10[fluorescence artefact?]	1	-5	81
> CCOC(=O)C1C(=O)Nc2nc3ccccc3n2C1C(C)C (centres undefined)
  105	98	-3	-13	99	-18	1.2	-2	93
> Cc1ccc(N2C(=O)CS/C2=C(\C(Cl)=C(Cl)Cl)[N+](=O)[O-])cc1
  110[fluorescence artefact?]	108	-4	33	79	22[fluorescence artefact?]	1	52*	77
> O=C(COC(=O)Cn1[nH]c(=O)c2ccccc2c1=O)Nc1ccc2c(c1)OCO2
  102	94	-2	15[fluorescence artefact?]	83	5	1.2	9	88
> Cc1cccc(NS(=O)(=O)c2ccc(Br)s2)n1
  103	106	4	-1[fluorescence artefact?]	98	-1	1.2	-2	89
> COc1nnnc2c1sc1nc(N3CCOCC3)c3c(c12)CC(C)(C)OC3
  106	93	6	-14	84	-7	1.1	3	98
> Nc1nc(-c2ccccc2)cc(C(F)(F)F)n1
  88	90	0	-28[fluorescence artefact?]	98	-17	1.1	7	97
> COc1ccc(C2C3=C(CCCC3=O)Nc3c(-c4ccccc4)c(C)nn32)cc1 (centres undefined)
  99[fluorescence artefact?]	92	-2	-15	80	-5	1.3	7	77
> CCOC(=O)c1ccc(NC(=O)CSc2nnc(COc3ccccc3)n2C)cc1
  178[fluorescence artefact?]	98	20	8	100	13	1.1	9	78
> Clc1ccccc1OCCn1cnc2ccccc21
  96	104	-3	15[fluorescence artefact?]	90	17	1.3	8	83
> CCOC(=O)CSc1nc2cc3c(cc2cc1C#N)OCO3
  161	107	-1	32[fluorescence artefact?]	89	27[fluorescence artefact?]	1.9	15[fluorescence artefact?]	92
> Cc1ccc2[nH]c(=O)c(CN(CCCN(C)C)C(=O)Nc3ccc(Cl)cc3)cc2c1
  105	64	-1	-5	3.0*	4	1.2	20[fluorescence artefact?]	62
> CCCCC(=O)Nc1ccc(Br)cn1
  110	104	-3	-1[fluorescence artefact?]	104	5[fluorescence artefact?]	1.3	-1	93
> Cc1nnc2n(Cc3ccccc3)c(=O)c3c4c(sc3n12)COC(C)(C)C4
  122	105	0	-7	80	-4	1.2	-6	93
> O=C(CSc1nnc2scc(-c3ccccc3)n12)Nc1ccc2c(c1)OCCO2
  126[fluorescence artefact?]	89	6	-5	76	-10	1.1	0[fluorescence artefact?]	85
> Cc1cccc(NC(=O)CCN2C(=O)C3C4C=CC(C4)C3C2=O)c1 (centres undefined)
  124	108	-3	3[fluorescence artefact?]	96	7[fluorescence artefact?]	1.1	1[fluorescence artefact?]	92
> CCC(Sc1ncccc1C(=O)OC(C)C)C(=O)N1CCOCC1 (centres undefined)
  121	107	.	-1[fluorescence artefact?]	88	-2[fluorescence artefact?]	1.5	-7	91
> COCCNC(=O)C(c1ccc(C)cc1)N(C(=O)CCC(=O)Nc1ccccn1)C1CCCC1 (centres undefined)
  115	104	-2	5[fluorescence artefact?]	95	-1[fluorescence artefact?]	1.1	5	102
> CCc1cccc2c(C(=O)CSc3nnc(-c4ccoc4C)n3C)c[nH]c12
  94	95	-5	-9	66	11	1.2	10	102
> O=C1c2oc3ccccc3c(=O)c2C(c2cccc(F)c2)N1CCCO (centres undefined)
  100[fluorescence artefact?]	102	-1	3	89	4	1.1	9	94
> CCCNC(=O)NCCc1ccncc1
  106[fluorescence artefact?]	100	-2	-14	98	-3	1	8	92
> CCN(CC)C(=O)N1CCn2c(nc3ccccc32)C1
  105	92	.	-20[fluorescence artefact?]	94	-16	1.3	5[fluorescence artefact?]	82
> O=C(CCS(=O)(=O)c1cccc2nsnc12)NC1CCCCCC1
  92	92	.	-10	92	1	1.1	6	100
> Cc1cc(C)c(S(=O)(=O)n2cnc3ccccc32)c(C)c1
  115	105	-2	-13	102	-7	1.1	-6	102
> Cc1cccc(-c2nc(=S)c3c(o2)CCCC3)c1
  113	104	-2	6	76	0	1.3	-2	82
> Cc1ccc(N2C(=O)CC(Sc3ncn[nH]3)C2=O)cc1C (centres undefined)
  54	102	-2	-3	88	-1	1	-8	98
> CCOC(=O)C1CCN(c2cc(=O)n(Cc3ccc(F)cc3)c(=O)[nH]2)CC1
  96[fluorescence artefact?]	93	-4	2[fluorescence artefact?]	90	-1	1.1	-5	91
> CCc1c(C)c(C#N)c2nc3ccccc3n2c1-n1nc(C)cc1C
  112	95	.	4	62	16	1.1	8	114
> CC(C)NS(=O)(=O)c1ccc(OCC(=O)NCc2ccccc2)cc1
  124[fluorescence artefact?]	99	-2	2	86	5	1.3	4	88
> COc1ccc(C2C(C(=O)N3CCCC3)c3cc(OC)c(OC)cc3C(=O)N2C)cc1 (centres undefined)
  94	100	-2	4	97	-8	.	8	103
> CC(=O)C1=C(O)C(=O)N(C)C1c1ccccc1F (centres undefined)
  105	99	5	-2[fluorescence artefact?]	83	-4[fluorescence artefact?]	1.1	0	102
> O=C(NCC(=O)N(c1cnc2ccccc2c1)C(C(=O)NC1CCCC1)c1ccncc1)c1ccco1 (centres undefined)
  126	103	.	0	95	0	1.1	8[fluorescence artefact?]	92
